uPA generation: cell surface uPA generation inhibition. cell surface uPA generation assay, qHTS. Potency, µM (doses to about 38.3 µM), for the others: top-dose activity change, negative = inhibition, hits mostly inhibitors. hit rate 0.31% among 330,000. AID 540303; active = well fitted inhibition curve with a large enough effect; inconclusive = small, poorly fitted or top-dose-only effect; inactive = no such curve, though single readings can be large or run the other way; tested in mouse RAW 264.7 cells; also: % is scaled to controls: 0 for no effect and ±100 for the full control effect; nearly all actives have a fitted effect of over 55% in size
p53 reactivation: re-activators of mutant p53 | H1299 p53-A138V BP100-luciferase reporter, luminescence, 24 h | Potency, µM (series often up to 92.2 µM), for inactives: top-dose activity change, positive = activation, most hits filed as activators | hit rate 0.063% among 320,000; also: % of control where 0% means no effect; nearly all actives have a fitted effect of over 45% in size
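H1299 (p53-null), stable ts p53-A138V + BP100-Luc; 1000 cells/well, Opti-MEM/10% FBS; cpd 4 pt, 1:5; 24 h, 37 deg C, 5% CO2; detection reagent 10 min RT; luminescence.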
MLL CXXC-DNA inh: inhibitors of human MLL CXXC domain-DNA interaction. Q03164. MLL-CXXC / FITC-HOXA9 DNA fluorescence polarization. Potency, µM (titrated, usually from 115 µM), without a hit: top-dose activity change, negative = inhibition, actives largely listed as inhibitors. hit rate 0.037% among 290,000. AID 2662; active = well fitted inhibition curve with a large enough effect in the polarisation, with a control signal flat, not every such curve was filed as active; inconclusive = small, poorly fitted or top-dose-only effect, or effect the other way, or a change in a side signal; inactive = no such curve, though single readings can be large or run the other way; the % refers to the polarisation
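Purified MLL-CXXC (added from a 7 uM solution) was preincubated 5 min at ambient with pinned compounds in 50 mM Tris-HCl pH 7.5, 50 mM NaCl, 1 mM DTT, 0.05% BSA. Fluorescein-labeled HOX-A9 DNA (50 nM solution) followed, 30 min, then polarization read.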
RORg inh: inhibitors of mouse ROR gamma transcriptional activity | Potency, µM (highest dose often 53.6 µM), inactives show at the top dose activity change, negative = inhibition, most hits filed as inhibitors | Drosophila S2 Gal4-RORgamma UAS-luciferase reporter, 20 h | hit rate 5.4% among 310,000 | P51450 | AID 2551; also: % is scaled to controls: 0 for no effect and ±100 for the full control effect; nearly all actives have a fitted effect of over 60% in size
Target sequence (P51450 whole entry, looked up, the tested form may be a part): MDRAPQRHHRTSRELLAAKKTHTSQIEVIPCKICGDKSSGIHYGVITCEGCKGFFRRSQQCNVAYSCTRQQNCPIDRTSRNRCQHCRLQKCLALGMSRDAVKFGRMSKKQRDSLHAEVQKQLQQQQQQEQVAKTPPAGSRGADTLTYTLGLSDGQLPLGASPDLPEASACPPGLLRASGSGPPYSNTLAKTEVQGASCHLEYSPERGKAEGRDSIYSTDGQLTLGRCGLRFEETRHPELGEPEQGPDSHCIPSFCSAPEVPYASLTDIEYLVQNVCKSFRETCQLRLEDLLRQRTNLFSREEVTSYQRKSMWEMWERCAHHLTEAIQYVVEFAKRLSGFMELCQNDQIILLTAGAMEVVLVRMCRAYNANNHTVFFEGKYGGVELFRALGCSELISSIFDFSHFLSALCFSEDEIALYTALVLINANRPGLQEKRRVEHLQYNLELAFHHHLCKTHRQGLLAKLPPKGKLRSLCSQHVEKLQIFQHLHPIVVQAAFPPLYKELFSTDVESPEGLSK
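Drosophila S2 cells stably expressing Gal4-DBD/mouse RORγ fusion under metallothionein promoter plus UAS-luciferase; compound 1 h, then 700 uM CuSO4 induction for 20 h at ambient temperature; inhibition read as reduced luminescence.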
MBNL1 CUG block: inhibitors of human MBNL1 binding to CUG repeat RNA; TR-FRET MBNL1-His/biotin-(CUG)12 binding, 665/545 ratio; hit rate 0.036% among 280,000; Q9NR56; AID 2675; Potency, µM (doses to about 57.5 µM), inactives show at the top dose activity change, negative = inhibition, hits mostly inhibitors; active = well fitted inhibition curve with a large enough effect in the signal ratio, with a control signal flat, not every such curve was filed as active; inconclusive = small, poorly fitted or top-dose-only effect, or effect the other way, or a change in a side signal; inactive = no such curve, though single readings can be large or run the other way; the % refers to the signal ratio; also: % is scaled to controls: 0 for no effect and ±100 for the full control effect
Target sequence (Q9NR56 whole entry, looked up): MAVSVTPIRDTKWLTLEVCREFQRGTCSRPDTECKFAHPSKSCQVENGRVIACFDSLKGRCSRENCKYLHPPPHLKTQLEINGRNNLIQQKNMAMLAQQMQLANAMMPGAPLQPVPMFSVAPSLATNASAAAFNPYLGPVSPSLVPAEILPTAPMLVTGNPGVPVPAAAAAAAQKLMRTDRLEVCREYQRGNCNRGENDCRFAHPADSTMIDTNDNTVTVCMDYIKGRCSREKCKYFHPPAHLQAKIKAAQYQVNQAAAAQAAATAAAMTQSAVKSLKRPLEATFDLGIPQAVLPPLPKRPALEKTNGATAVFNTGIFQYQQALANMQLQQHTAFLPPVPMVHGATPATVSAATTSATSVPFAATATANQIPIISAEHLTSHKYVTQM
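MBNL1-His + Biotin-(CUG)12, cpd titration 92 nM–58 uM; Tb anti-His Ab 0.055 ng/ul, SA-XL665 5 nM (final); 60 min RT; ratiometric 665/545 nm, Ex 340 nm; normalized to buffer and full-complex controls.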
ELG1 genotox: inducers of genotoxicity in HEK293T ELG1-luciferase cells | HEK293T ELG1-luciferase reporter, luminescence, 16 h | Potency, µM (series often up to 46 µM), without a hit: at the highest dose activity change, positive = activation, usual class: activators | hit rate 1.3% among 330,000; also: % of control where 0% means no effect; nearly all actives have a fitted effect of over 60% in size
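16 hr compound incubation (37 °C, 5% CO2) of HEK293T cells carrying luciferase-tagged ELG1; luciferase then measured by ONE-Glo luminescence after 30 min at RT.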
NPC1 prom act: NPC1 promoter activation | Huh7 NPC1 promoter luciferase reporter, 24 h | Potency, µM (doses to about 9.22 µM), for inactives: top-dose activation, most hits filed as activators | hit rate 2.4% among 320,000;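 also: % of control where 0% means no effect; nearly all actives have a fitted effect of over 60% in size; reporter is driven by a mutant NPC1 promoter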
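Stably transfected Huh7 (NPC1 promoter→luciferase), 1500 cells/well in Opti-MEM + 10% FBS, 2 h settle, then compound 24 h at 37 °C. Luminescence after 10 min with Amplite reagent.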
BRCA1 expr act: BRCA1 expression activation. MCF7-BRCA1-FFLuc reporter, luminescence, 48 h; response scale: scaled: vehicle 0%, 10 µM genistein 100%. Potency, µM (series often up to 46.1 µM), without a hit: at the top dose activation, actives largely listed as activators. hit rate 1.1% among 380,000; also: nearly all actives have a fitted effect of over 80% in size; some results filed as inactive show a strong effect at the top dose
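48 h compound treatment of MCF7-BRCA1-FFLuc cells (phenol-red free MEM, 37 °C), then 15 min with luciferase substrate and luminescence imaging.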
Gal4-VP16 FLuc: inhibits Gal4-VP16 luciferase reporter, ROR gamma counter-screen. Potency, µM (series often up to 53.6 µM), for inactives: at the highest dose activity, negative = inhibition, actives largely listed as inhibitors. hit rate 3.5% among 310,000. Drosophila S2 Gal4-VP16 UAS-luciferase, luminescence, 20 h. AID 2546;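 also: Gal4-VP16 expression switched on by copper sulfate through the metallothionein promoter; % is scaled to controls: 0 for no effect and ±100 for the full control effect; nearly all actives have a fitted effect of over 50% in size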
Rab9 promoter act: activates the Rab9 promoter. Huh7 Rab9 promoter-luciferase reporter, luminescence, 24 h. hit rate 2.8% among 320,000. AID 485297. Potency, µM (series often up to 9.22 µM), for the others: at the highest dose activation, negative = inhibition, hits mostly activators; also: % of control where 0% means no effect; nearly all actives have a fitted effect of over 60% in size
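Huh7 cells stably carrying Rab9 promoter–luciferase reporter, plated 1500 cells/well, compound added after 2 h and incubated 24 h at 37 °C; luciferase luminescence then read after 10 min with detection reagent.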
FLuc modulator: counter-screen for miR-21 project: firefly luciferase inhibitors or activators; hit rate 6.9% among 360,000; AID 588342; purified FLuc, Km substrates, luminescence inhibition; Potency, µM (top dose mostly 57.5 µM), inactives show at the highest dose activity change, negative = inhibition, actives largely listed as inhibitors;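 also: plate controls were vehicle for no effect and reference inhibitor for full effect; nearly all actives have a fitted effect of over 55% in size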
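Purified P. pyralis luciferase (10nM final) with 10uM D-luciferin and 10uM ATP (Km levels) in 50mM Tris acetate pH 7.5, 10mM Mg acetate, 0.01% Tween-20, 0.05% BSA; qHTS 6-point titration, ~60 µM downward; luminescence read.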
* marks the source's active call; other numbers are inactive results; u = inconclusive; x = no result given; [ ] = another dose, or the depositor's remark. Unless noted, calls follow the shape of the dose curve; as a rule, active = well fitted curve in the direction sought with a large enough effect; inconclusive = small, poorly fitted or top-dose-only effect, or another doubt; inactive = no such curve, though single readings can be large; an effect the other way counts as inactive or inconclusive. Potency is read from the fitted curve at half-maximal effect. An excerpt; rates above refer to the full screens.

Screens in order: uPA generation	p53 reactivation	MLL CXXC-DNA inh	RORg inh	MBNL1 CUG block	ELG1 genotox	NPC1 prom act	BRCA1 expr act	Gal4-VP16 FLuc	Rab9 promoter act	FLuc modulator
COc1cccc(C(=O)NCCN2C(=O)S/C(=C/c3cccs3)C2=O)c1OC
  5.0%	-0.5%	-24.7%	u	u	-1.6%	-0.5%	-27.2%	-12.7%	-6.9%	-17.1%
COc1ccc(S(=O)(=O)NCC(c2cccnc2)N2CCN(Cc3ccccc3)CC2)cc1 (configuration not stated)
  0.0%	4.2%	-1.5%	-0.6%	-1.9%	0.7%	-1.7%	1.0%	21.1%	-5.1%	1.3%
N=c1ccn(Cc2ccc(Cl)cc2)cc1
  -17.2%	-8.0%	-2.8%	-35.3%	-5.1%	2.5%	-39.9%[inhibitor]	-64.8%	-15.5%	-53.4%[inhibitor]	-0.7%
O=S1(=O)CCN=C2SC3=C(CCCC3)N21
  -0.9%	-0.3%	-3.3%	9.6%	6.7%	5.2%	-1.3%	-10.7%	-7.3%	0.1%	1.0%
Cc1ccc(CSCC2Nc3ccc(C(=O)N4CCN(c5ccc(F)cc5)CC4)cc3NC2=O)cc1 (configuration not stated)
  -11.4%	20.3%	8.4%	16.2%	11.0%	-2.2%	-1.6%	20.5%	0.0%	-6.8%	-0.6%
O=C(Nc1ccccc1)/C(=C\c1ccc2c(c1)OCO2)NC(=O)c1ccco1
  7.3%	1.3%	0.9%	19.5%	-1.5%	-1.1%	-1.1%	-1.0%	-8.3%	5.2%	-11.1%
COCC(=O)n1nc(-c2ccccc2)nc1NCc1ccc(N(C)C)cc1
  -1.4%	7.9%	5.1%	19.3%	-2.6%	u	u	u	u	u	16.9µM*
CCC1CCCCN1C(=S)Nc1ccc(S(=O)(=O)Nc2ncccn2)cc1 (configuration not stated)
  -4.0%	16.3%	11.0%	-0.8%	-4.3%	-5.7%	-2.8%	3.1%	-18.2%	10.5%	2.4%
N#CCSc1nc2c(cc1C#N)CCCC2
  5.2%	-0.7%	15.5%	8.0%	10.0%	22.8%	25.9%	-60.9%	14.0%	-2.2%	-10.1%
CCOC(=O)Cc1c(C)nc2c(-c3ccc(Cl)cc3)cnn2c1C
  0.5%	-0.8%	6.7%	u	8.0%	4.8%	1.4%	2.8%	21.7%	-0.9%	26.9µM*
Cc1nn(Cc2cccc(C(=O)O)c2)c(C)c1[N+](=O)[O-]
  0.6%	0.4%	23.5%	9.0%	2.1%	-0.9%	-1.2%	3.7%	2.3%	2.8%	-17.7%
COc1ccc(-c2ccc(SC)nn2)cc1
  -18.3%	13.2%	-6.8%	10µM*	-2.2%	-8.3%	0.501µM*	u	u	0.1µM*	1.51µM*
CN1C2CCC1CC(NC(=O)CSc1ccc(Cl)cc1)C2 (configuration not stated)
  -5.5%	1.2%	0.5%	-3.5%	x	0.3%	-5.7%	27.3%	4.6%	-6.2%	5.4%
COc1cccc(-n2cc(C(=O)NC(C)C)c3ccccc3c2=O)c1
  7.7%	-3.5%	19.3%	8.2%	-9.2%	-2.4%	-2.4%	-26.7%	-1.0%	-15.4%	-0.1%
CCC(C)N1CC(C(=O)NC2CCCCC2)CC1=O (configuration not stated)
  0.8%	-16.0%	0.3%	9.4%	-1.1%	3.5%	-0.9%	0.0%	-8.6%	-5.1%	1.4%
COCCNc1nc(N)c([N+](=O)[O-])c(NCc2ccccc2)n1
  -3.3%	-5.1%	0.9%	21.1%	19.9%	2.3%	-3.1%	-47.5%	-0.9%	-4.0%	-1.2%
COc1ccc(C2C3=C(CCCC3=O)N(CC(=O)O)C3=C2C(=O)CCC3)cc1Cl
  4.3%	11.5%	-9.1%	-33.6%	20.4%	0.5%	10.2%	11.4%	-12.0%	-2.9%	-1.7%
COc1ccc(-c2oc3ccc(-c4cc(OC)c(OC)c(OC)c4)cc3c2C#Cc2ccsc2)cc1
  6.1%	x	-0.3%	0.4%	-1.5%	-3.7%	-2.3%	8.8%	4.8%	1.6%	1.5%
COc1cc(C(=O)NCCC2=CCCCC2)ccc1OC1CCN(C(C)=O)CC1
  3.6%	-12.9%	3.2%	14.4%	-2.7%	-3.5%	1.9%	-26.6%	-5.5%	-3.7%	-11.4%
O=C(C1CCC(CNc2c(N3CCCCC3)c(=O)c2=O)CC1)N1CCN(C2CCCCC2)CC1 (configuration not stated)
  13.3%	0.4%	7.0%	2.7%	x	1.4%	-3.0%	0.0%	-4.2%	-9.0%	-1.3%
CCCOc1ccc(CNC(=O)Cn2ncc3ccccc32)cc1
  -2.6%	3.9%	-11.1%	15.5%	0.7%	u	u	71.3%	18.6%	u	u
COc1ccc(NC(=S)NCCCN2CCN(C3CCCCC3)CC2)cc1
  -4.9%	4.8%	3.6%	-6.6%[10 µM]	x	0.4%	-3.4%	-17.4%	-2.2%	-2.5%	-0.5%
COc1ccc(Br)cc1/C=N/NC(=O)c1ccco1
  0.3%	15.2%	1.1%	-44.2%	8.4%	3.0%	-2.0%	-22.8%	-2.3%	2.3%	-2.7%
O=C(CNC(=O)c1ccccc1F)OC(C(=O)Nc1cc(C(F)(F)F)ccc1Cl)c1ccccc1 (configuration not stated)
  1.4%	2.6%	4.1%	-9.1%	-3.4%	6.5%	3.3%	-0.7%[1.84 µM]	7.2%	-5.6%	-1.0%
CC1(C)Oc2cc(N)c([N+](=O)[O-])cc2O1
  -0.9%	0.8%	-0.3%	15.6%	u	5.1%	1.8%	10.7%	2.1%	1.8%	u
CCCN1CCN(C(=O)Nc2ccc(C(=O)OCC)cc2)CC1
  x	8.0%	9.6%	37.1%	-3.6%	u	0.5%	29.7%	-4.8%	1.8%	u
CCn1c(-c2ccccc2Cl)nn(CC(=O)Nc2ccccc2OC)c1=S
  5.2%	-7.0%	-1.6%	12.1%	-7.6%	-0.2%	-2.8%	-3.1%	1.9%	4.5%	-1.3%
CC(=O)c1ccc(NC(=O)C2CCCNC2=O)cc1 (configuration not stated)
  -2.0%	6.5%	7.3%	-6.8%	-0.9%	0.8%	2.7%	-0.4%	6.3%	-8.8%	6.9%
CCOC(=O)c1sc(NC(=O)OC)c(C(=O)OC)c1C
  -9.9%	-0.5%	-6.1%	-17.4%	-4.2%	10.5%	-4.2%	-15.8%	-8.4%	-2.6%	-3.0%
Cc1ccc(-c2nn3c(C)nnc3c3ccccc23)cc1S(=O)(=O)NCc1ccco1
  -21.6%	-5.4%	8.4%	24.8%	-6.2%	u	-0.3%	-63.9%	-18.3%	13.8%	17.1%
COc1ccccc1N1CCN(C(=O)COc2cc(C)cc3oc(=O)cc(C)c23)CC1
  3.8%	3.0%	5.9%	26.7%	2.2%	-17.1%	-6.1%	40.8%	-6.4%	-1.8%	0.4%
COc1ccc(CNC(=O)c2ccccc2SC)cc1
  -5.2%	0.2%	4.7%	26.9%	5.8%	-0.5%	0.2%	-2.5%	7.0%	1.3%	2.0%[2.3 µM]
COc1ccc(C2CC(=O)C=C(NCc3ccc4c(c3)OCO4)C2)cc1 (configuration not stated)
  -19.7%	-5.9%	-2.5%	23.4%	-0.7%	-1.0%	0.7%	19.3%	0.6%	16.4%	3.1%
COc1ccccc1C(=O)Nc1ccc2c(c1)CCCN2C(=O)c1cccs1
  0.3%	-7.7%	18.0%	38.8%	3.8%	-6.6%	0.5%	21.2%	4.8%	14.6%	16.9µM*
O=C(Nc1cccnc1)Nc1ccc(Br)cc1Cl
  0.4%	10.1%	18.7%	1.1%	-10.6%	3.3%	8.0%	30.7%	-23.7%	3.6%	-20.6%
CN(c1ccccc1)S(=O)(=O)c1ccc(Cl)c(C(=O)OCC(=O)NCc2ccco2)c1
  -3.3%	1.7%	-9.5%	35.8%	-3.7%	-1.2%	1.1%	-12.0%	7.8%	-1.0%	-8.1%

Screening data as filed in PubChem BioAssay.
